Nrf2 block: inhibitors of Nrf2 signaling; A549 ARE-Fluc reporter, luciferase luminescence, 18-24 h; hit rate 2.1% among 360,000; Potency, µM (top dose mostly 46 µM), without a hit: top-dose activity change, negative = inhibition, usual class: inhibitors; AID 504444; further: potency means the concentration at half of the fitted maximal effect; on the % scale 0 is the no-effect control and ±100 the full control effect; nearly all actives have a fitted effect of over 60% in size
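Reporter: ARE-Fluc in A549. Exposure: 18-24 h, 37 °C, 5% CO2, 5% FBS OPTI-MEM. Readouts: fluorescent cytotoxicity (CellTiter-Fluor), then luminescent Nrf2 signal after BugLite.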
TGFb inhibitor: TGF-b pathway inhibition. HepG2 CAGA-GFP TGF-b/SMAD3 reporter, GFP fluorescence, 18 h; TGF-beta stimulated, 500 pg/mL final. Potency, µM (doses to about 46.1 µM), for inactives: at the top dose activity, negative = inhibition, actives largely listed as inhibitors. hit rate 1.2% among 410,000. AID 588855; further: potency means the concentration at half of the fitted maximal effect; on the % scale 0 is the no-effect control and ±100 the full control effect; nearly all actives have a fitted effect of over 65% in size
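Per well, imaged GFP fluorescence of HEPG2 CAGA-GFP cells gives the signal; cells get compound, then TGF-beta (500 pg/mL final), 18 h at 37 degrees C; %Activity versus -TGF-beta and +DMSO controls.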
HepG2 viability: HepG2 cytotoxicity, counter-screen for TGF-b inhibitors; Potency, µM (doses to about 46.1 µM), for the others: at the highest dose activity change, negative = cytotoxicity, usual class: cytotoxic; HepG2 CAGA-GFP viability, ATP luminescence, 18 h; AID 588856; hit rate 0.76% among 410,000; further: potency means the concentration at half of the fitted maximal effect; some results filed as inactive show a strong effect at the top dose
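CellTiter-Glo luminescence gave cytotoxicity after 18 hours at 37 degrees C. The cells were HepG2 CAGA-GFP in 1% FBS DMEM, stimulated with 500 pg/mL TGF-beta after compound addition. %Activity was normalised to no-cell wells (complete cell-killing) and DMSO (no toxicity), and curves were fitted and classified.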
MCF10A rereplic: induces DNA re-replication in MCF 10a normal breast cells; hit rate 2.9% among 350,000; AID 624296; Potency, µM (highest dose often 46.1 µM), for the others: top-dose activity, positive = re-replication, usual class: activators; MCF 10A DNA re-replication, Hoechst nuclear intensity, 48 h; further: potency means the concentration at half of the fitted maximal effect; % of control where 0% means no effect; nearly all actives have a fitted effect of over 50% in size
ATXN2 expr inh: reduces ATXN2 reporter expression in HEK-293 cells; AID 1745845; HEK-293 ATXN2-luciferase reporter, luminescence, 24 h; hit rate 0.72% among 360,000; Potency, µM (titrated, usually from 57 µM), for the others: top-dose activity change, negative = inhibition, most hits filed as inhibitors; further: potency means the concentration at half of the fitted maximal effect; on the % scale 0 is the no-effect control and ±100 the full control effect; nearly all actives have a fitted effect of over 55% in size
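qHTS (up to 57 uM final) was run with 24 h compound exposure of reporter cells at 37 °C. Each well was multiplexed: SteadyGlo luminescence measured ATXN2-luciferase expression after a fluorogenic Gly-Phe-AFC viability readout (25 uM final).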
Nrf2 activator: Nrf2 pathway activation; AREc32 ARE-luciferase reporter (MCF7-derived line), luminescence, 24 h; Potency, µM (top dose mostly 46.1 µM), for inactives: at the top dose activation, hits mostly activators; hit rate 0.31% among 410,000; further: potency means the concentration at half of the fitted maximal effect; % of control where 0% means no effect; nearly all actives have a fitted effect of over 65% in size
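Each well held 1000 AREc32 cells, which were incubated with compound for 24 hr at 37 deg C after overnight attachment, and ARE reporter activity was quantified by firefly luciferase luminescence.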
IL-1B inflam inh: inhibitors of inflammasome signaling (IL-1 beta secretion) | THP-1 LPS/ATP IL-1B secretion, AlphaLISA, 16 h; hits give low values | activity change, % at 57.5 µM | hit rate 4.7% among 360,000; in the data active means activity change below about -50%; inconclusive means mostly about -30% to -49%; further: on the % scale 0 is the no-effect control and ±100 the full control effect
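THP-1 cells pretreated 1 hr with compounds (up to 57.5 uM final), then stimulated with LPS (250 ng/mL final) plus ATP (1.25 mM final); secreted IL-1B measured by AlphaLISA after 16 hr, decreased signal indicating inhibition.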
ATXN viability: cell viability loss in ATXN counter-screen; S2 cells (HEK-293 line with an ATXN2-luciferase reporter) viability, CellTiter-Fluor protease fluorescence, 24 h; Potency, µM (highest dose often 56.7 µM), actives largely listed as cytotoxic; hit rate 0.49% among 400,000; further: potency means the concentration at half of the fitted maximal effect; nearly all actives have a fitted effect of over 40% in size
A549 viability: counter-screen for Nrf2 inhibitors: cytotoxicity in A549 cells; Potency, µM (series often up to 46 µM), for the others: at the highest dose activity change, negative = cytotoxicity, actives largely listed as inhibitors; A549 ARE-Fluc cells, CellTiter-Fluor viability, 18-24 h; hit rate 0.16% among 390,000; further: potency means the concentration at half of the fitted maximal effect; on the % scale 0 is the no-effect control and ±100 the full control effect
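A549 ARE_Fluc cells in 5% FBS OPTI-MEM were exposed to compounds in concentration-response for 18-24 h at 37 deg C. Viability was read by CellTiter-Fluor fluorescence (Ex 405/Em 525) after 30 min, before the luciferase read.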
The depositor's hits bear a star; i = inactive; u = inconclusive; x = not tested or not shown; [ ] = dose if it differs, or a comment. Unless noted, the call rests on the fitted dose curve; in most records, active means well fitted curve in the direction sought with a large enough effect; inconclusive means small, poorly fitted or top-dose-only effect, or another doubt; inactive means no such curve, though single readings can be large; an effect the other way counts as inactive or inconclusive.

SMILES | Nrf2 block | TGFb inhibitor | HepG2 viability | MCF10A rereplic | ATXN2 expr inh | Nrf2 activator | IL-1B inflam inh | ATXN viability | A549 viability
CCC(=O)N1CCc2cc(Br)cc(S(=O)(=O)N3CCC(C(=O)Nc4cccc(C)c4)CC3)c21 | 8.2µM* | -18% | -15% | x | -17% | -0.9% | x | i | -8%
O=C(CCC(=O)N1CCN(c2ccccc2F)CC1)N1CCN(c2ccccc2)CC1 | u | -26% | 1% | u | -23% | -0.7% | -1 | u | -2%
O=C(NN=Cc1ccc2c(c1)OCO2)NN=Cc1ccc2c(c1)OCO2 | u | 4% | -28% | u | 27% | 4.1% | -89* | i | 1%
COC(=O)c1cccc2c1NC(=O)C2=O | 3% | u | -15% | u | -12% | 13% | 17 | i | 0%
CC(C)(O)C#Cc1ccc(C(=O)N2CCCC(CNS(=O)(=O)c3cccs3)C2)o1 (stereo unspecified) | -20% | 2% | 22% | 9% | -1% | -0.3% | 6 | i | 5%
O=C1CCCc2c1cnc1ncnn21 | -12% | 2% | 4% | u | -30% | -0.5% | -11 | i | 2%
CC(NC(N)=O)C(=O)OCc1ccc(Cl)cc1Cl (stereo unspecified) | 10% | 0% | 1% | -1% | -5% | -0.1% | -13 | i | -7%
Cc1cc(SCC(=O)NC2CCCCC2)nc2ccccc12 | 7% | -2% | -1% | u | 4% | 0.3% | -9 | i | 0%
O=c1c(N2CCCCC2)coc2ccccc12 | 4% | 0% | -11% | -3% | 36% | -0.2% | 4 | i | -2%
CC(Oc1ccccc1F)C(=O)Nc1ccc(-c2nc3ccccc3s2)cc1 (stereo unspecified) | 16% | -11% | -29% | x | 16% | 0.3% | x | i | 0%
CCCn1c(=O)c2c(nc3n2CCCN3CCc2ccccc2)n(C)c1=O | -26% | 6% | -22% | 11% | -23% | 0.1% | 1 | i | -11%
CCOc1ccccc1C1CC(=O)Nc2cc3c(cc21)OCCO3 (stereo unspecified) | u | u | -9% | 7.3µM* | -22% | 0.1% | 7 | u | u
CCCCCCOc1ccc(/C=c2\s/c(=C(/C#N)C(=O)NCc3ccco3)n(-c3ccccc3)c2=O)cc1 | 4% | -2% | 22% | u | -18%[11.3 µM] | -0.9% | 8 | x | -9%
Fc1ccc(Cn2nnnc2C(c2cccs2)N2CCN(C3CCCCC3)CC2)cc1 (stereo unspecified) | 1% | -22% | -36% | 3% | -9% | -0.2% | 0 | u | -16%
O=C(NCC1CCCO1)c1ccc(CS(=O)(=O)c2ccc(Cl)cc2)o1 (stereo unspecified) | -25% | 6% | -15% | 24% | -4% | -0.5% | -2 | i | -9%
CCCOc1ccc(-c2c(C(=O)N/N=C(\C)c3cccnc3)nnn2-c2nonc2N)cc1 | -9% | -5% | -16% | 1% | -7% | -0.2% | 12 | i | 8%
O=C(Nc1ccc(F)cc1F)c1ccccc1NC(=O)C1CC=CCC1C(=O)O (stereo unspecified) | 12% | 4% | 1% | 8% | 2% | -0.4% | 57 | i | -1%
COc1ccc(C)cc1NC(=S)N1CCN(S(C)(=O)=O)CC1 | 10% | 9% | 6% | 7% | 22% | 0.3% | 7 | i | -2%
O=C(CSc1nncs1)N1CCN(C(=O)c2ccco2)CC1 | -4% | -7% | 2% | -4% | 11% | 1.8% | -7 | i | 7%
O=C(Cc1ccccc1)NC1CC(=O)N(c2ccc3c(c2)OCCO3)C1 (stereo unspecified) | x | -1% | 13% | x | 1% | -0.4% | x | i | 5%
CC(NC(=O)c1cc(COc2ccc(-n3cncn3)cc2)on1)c1ccc(F)cc1 (stereo unspecified) | x | -16% | 6% | x | x | 6.9% | -24 | i | x
O=C(COC(=O)C1=NNC(=O)CC1)NCCc1ccccc1 | 1% | -9% | -5% | -20% | 13% | 0.1% | -5 | i | 2%
Cc1cccc(CCNC(=O)c2cc3ccccn3n2)c1 | u | 1% | -20% | x | 13% | 0.6% | x | u | 3%
COc1ccc(NS(=O)(=O)c2cccc3cccnc23)cc1 | -27% | -18% | -16% | 2% | -8% | -0.4% | -29 | i | -19%
COc1ccc2c(c1)c(C(=O)N/N=C/c1cn(C)c3ccccc13)c(C)n2C | u | u | -10% | u | 9% | 4.1% | 31 | i | -3%

Overlap with the part before: 5 entries, then new ones.
SMILES | Nrf2 block | TGFb inhibitor | HepG2 viability | MCF10A rereplic | ATXN2 expr inh | Nrf2 activator | IL-1B inflam inh | ATXN viability | A549 viability
CC(NC(=O)c1cc(COc2ccc(-n3cncn3)cc2)on1)c1ccc(F)cc1 (stereo unspecified) | x | -16% | 6% | x | x | 6.9% | -24 | i | x
O=C(COC(=O)C1=NNC(=O)CC1)NCCc1ccccc1 | 1% | -9% | -5% | -20% | 13% | 0.1% | -5 | i | 2%
Cc1cccc(CCNC(=O)c2cc3ccccn3n2)c1 | u | 1% | -20% | x | 13% | 0.6% | x | u | 3%
COc1ccc(NS(=O)(=O)c2cccc3cccnc23)cc1 | -27% | -18% | -16% | 2% | -8% | -0.4% | -29 | i | -19%
COc1ccc2c(c1)c(C(=O)N/N=C/c1cn(C)c3ccccc13)c(C)n2C | u | u | -10% | u | 9% | 4.1% | 31 | i | -3%
Cc1ccc(Nc2n[nH]c(=S)s2)c(C)c1 | x | 14% | 15% | x | x | 0.7% | 14 | i | x
COc1cc2c(cc1OC)CN(C(=O)c1ccc(OC)c(S(=O)(=O)N3CCOCC3)c1)CC2 | 7% | 11% | -16% | -3% | 15% | -0.1% | -16 | i | -4%
Cc1cc(C)c(OCC(=O)OCC(=O)N(C)C2CCS(=O)(=O)C2)c(C)c1 (stereo unspecified) | 2% | -7% | -15% | 1% | -5% | -0.7% | 9 | i | 1%
CCOC(=O)Nc1ccc(OCc2nnc3c4ccccc4c(C)nn23)cc1 | -12% | 22% | -5% | 0% | 2% | 0.3% | -5 | i | 0%
C#CCSc1nnc(-c2cccc3ccccc23)o1 | 27% | 19% | -29% | 13% | 33% | 11µM* | -3 | i | -1%
Cc1ccc(-c2[nH]nc3c2C(C)C(C#N)=C(N)O3)cc1 (stereo unspecified) | -2% | -19% | -13% | 2% | -3% | 8.0% | -10 | i | 3%
COc1ccc(NC(=O)c2cc(S(=O)(=O)N3CCCC3)c[nH]2)cc1 | 3% | u | 2.5µM* | -6% | 8% | -0.5% | -7 | i | -4%
COc1ccc(Br)cc1C(=O)Nc1cccc(-c2nnc(-c3ccco3)o2)c1 | -11% | 0% | -13% | -4% | u | -0.4% | u | i | 9%
CCn1c(=O)c2c(O)cc(=O)oc2c2ccccc21 | 5% | 25% | 8% | -3% | -16% | 0.0% | -5 | i | -15%
COC(=O)c1ccc(CNC(=O)COC(=O)/C=C/c2ccc(OC)c(OC)c2)cc1 | -15% | 0% | -11% | -4% | x | -0.1% | 21 | i | 13%
c1ccc(CCc2nc(-c3ccncc3)no2)cc1 | 14% | -15% | -10% | -1% | 44%[activator] | 9.2% | -6 | i | -7%
CC12CC(NC(=O)N1c1ccc(C(=O)N3CCN(c4ccc(F)cc4)CC3)cc1)c1ccccc1O2 (stereo unspecified) | -27% | -8% | 8% | -19% | 5% | 0.2% | -17 | i | -11%
CCCC(=O)NC(=S)Nc1cccc(Cl)c1N1CCCC1 | u | u | -29% | 18µM* | u | 6.2% | 66 | u | -6%
CCc1nc2cc(NC(=O)C3(C)CCCN(C(C)C)C3)ccc2o1 (stereo unspecified) | x | 4% | 6% | x | 7% | 0.0% | 24 | i | x
CN1C(=O)NC(c2ccccc2)(C(F)(F)F)S/C1=C(/C#N)c1nnc(N2CCOCC2)n1-c1ccccc1 (stereo unspecified) | u | -12% | -9% | 19% | -10% | u | -22 | i | -10%
Cc1cccc2cc(C#N)c(SCC(=O)N3CC(=O)Nc4ccccc43)nc12 | x | u | 46% | 0.65µM* | 9% | 1.5% | 74 | u | u
CC(C)NC(=O)N1Cc2cc(C(=O)NC3CCCC3)nc(-c3cccc(-c4cccnc4)c3)c2[C@H]1CCO | x | x | x | x | -16% | 3.8% | -17 | u | x
CCOC(=O)C1(CCc2ccccc2)CCN(Cc2ccc(O)cc2)CC1 | 9% | u | -57% | 14% | -24% | 4.5% | -23 | i | 2%
C[C@@H]1CN([C@@H](C)CO)C(=O)CCCn2nncc2CO[C@@H]1CN(C)C(=O)c1cc(-c2ccccc2)on1 | x | -2% | 3% | x | 8% | 0.4% | 49 | u | x
CC(C)C(NS(=O)(=O)c1cccc2nsnc12)C(=O)Nc1nccs1 (stereo unspecified) | -1% | -11% | -5% | -3% | -21% | -0.6% | 27 | i | 6%
COc1ccc(-c2nnc(N)s2)cc1 | 4% | -19% | -27% | -4% | 31% | 0.5% | -2 | i | 0%
COc1cc(CC(=O)N2CCN(S(=O)(=O)c3ccc(C(C)C)cc3)CC2)cc(OC)c1OC | x | -1% | -2% | x | x | -1.6% | -11 | i | x
Cc1nc2nc3c(cn2n1)C(=O)CC(C)(C)C3 | 15% | 10% | 6% | 2% | 15% | 0.3% | 12 | i | 7%
COc1ccccc1OCc1ccc(C(=O)NN)o1 | -4% | -7% | -1% | -3% | x | 0.6% | 12 | i | -5%
Cc1ccc2c(c1)CCCN2C(=O)c1ccc2c(c1)OCO2 | x | 17% | -3% | 19% | 0% | 0.0% | -13 | i | -6%
CN(C)CCCN(C(=O)c1ccc(Br)s1)c1nc2cc3c(cc2s1)OCCO3 | 2% | 28% | 0% | u | -9% | 12% | -93* | i | -1%
CC(C)(C)OC(=O)C(Cc1ccc(OC(C)(C)C)cc1)NC(=O)CNC(=O)CNC(=O)OCc1ccccc1 (stereo unspecified) | -15% | 0% | 18% | 4% | 1% | 3.0% | -28 | i | 18%

High-throughput results (PubChem BioAssay)
